Screening data from PubChem.
eIF4E 4G PPI: eIF4E–eIF4G protein interaction inhibitors, primary screen, biochemical, uHTS, TR-FRET, eIF4GI fragment; Eukaryotic translation initiation factor 4E (Mus musculus) + Eukaryotic translation …; TR-FRET eIF4E-eIF4GI(517-606) binding, 2 h; inhibition, % at 21.7 µM; hit rate 0.37% among 220,000; AID 782, 2007;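 active = inhibition above about 30%, limit read from the data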;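 also: 0% = full FRET control wells and 100% = background wells lacking eIF4GI fragment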
MDM2 E3 inh: MDM2-luciferase reporter signal enhancers, primary screen, MDM2 E3 ligase inhibitor project, cell-based, luminescence, 1536-well. cell-based MDM2 ubiquitination luciferase reporter, 2 h; 0 = plate control, 100 = twice control, blank-subtracted. signal enhancement, % at 5 µM. hit rate 0.11% among 210,000. AID 1230, 2008;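 active = signal enhancement of 30% or more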;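 also: luminescence tracks abundance of the self-degrading MDM2-luciferase fusion protein; higher signal means inhibition of MDM2 E3 ligase activity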
Target sequence (Q00987 whole entry, looked up, the tested form may be a part): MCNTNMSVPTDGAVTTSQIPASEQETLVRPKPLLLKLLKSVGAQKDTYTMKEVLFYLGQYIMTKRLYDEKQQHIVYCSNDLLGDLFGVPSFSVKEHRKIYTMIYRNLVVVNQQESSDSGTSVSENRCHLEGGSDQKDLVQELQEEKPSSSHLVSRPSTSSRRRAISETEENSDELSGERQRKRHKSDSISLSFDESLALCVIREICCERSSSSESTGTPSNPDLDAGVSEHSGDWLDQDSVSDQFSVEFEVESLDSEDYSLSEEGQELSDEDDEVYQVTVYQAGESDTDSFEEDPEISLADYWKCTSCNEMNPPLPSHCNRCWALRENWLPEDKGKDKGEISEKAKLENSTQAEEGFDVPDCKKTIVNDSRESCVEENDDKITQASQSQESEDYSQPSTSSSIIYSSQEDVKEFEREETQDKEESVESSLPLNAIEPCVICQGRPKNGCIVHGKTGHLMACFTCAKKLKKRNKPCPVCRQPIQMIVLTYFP
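Test system: mammalian cells stably expressing self-ubiquitinating, self-degrading MDM2 E3–luciferase fusion; Amount: 2000 cells in each well; Medium: DMEM; Schedule: 4 h settle plus 2 h compound, 37 °C; Technique: SteadyLite luciferase luminescence after 15 min room-temperature reagent incubation; Benchmarks: plate control and blank wells.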
PERK inh: block of dimerizer-induced PERK translation repression, primary screen, PERK inhibitor project, CHO PERK-DD cells, SEAP luminescence, HTS; CHO PERK-DD fusion, SEAP luminescence translation reporter; Eukaryotic translation initiation factor 2-alpha kinase 3 (Homo sapiens), Q9NZJ5; hit rate 0.17% among 220,000; inhibition, % at 5.6 µM;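 active = inhibition above the mean inhibition of all tested compounds plus 3 SD, set separately per screening campaign, cut at about 2.9% in these data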;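 also: PERK kinase domain activated by AP20187 dimerizer at 100 nM; 0% = DMSO with dimerizer and 100% = rapamycin at 8.4 µM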
Cl transport mod: KCC2 cotransporter modulators, thallium flux, primary screen, cell-based, HEK293 KCC2, FluoZin-2 fluorescence, MLSMR; Solute carrier family 12 member 5 (Homo sapiens), Q9H2X9; KCC2 cells, thallium flux FluoZin-2 fluorescence; B-score of Tl+ flux slope (higher = more flux/activation; lower = inhibition) at 10 µM; hit rate 2.2% among 190,000;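 active = thallium flux slope and its plate-corrected score both differing from the plate sample mean at a set confidence after two filtering rounds, in either direction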;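 also: slope of fluorescence scaled to starting intensity during 10 to 20 s after thallium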
Rad51 HR inh: human RAD51 strand exchange inhibitors, primary screen, biochemical, fluorescence | DNA repair protein RAD51 homolog 1 (Homo sapiens), Q06609 | hRad51 DNA strand exchange, fluorescence dequenching | inhibition, % at 10 µM | hit rate 0.085% among 200,000 | AID 1385, 2008;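 active = inhibition above 40% at the single screening dose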;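 also: 0% = DMSO control wells and 100% = blanks with heterologous ssDNA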
Target sequence (Q06609 whole entry, looked up): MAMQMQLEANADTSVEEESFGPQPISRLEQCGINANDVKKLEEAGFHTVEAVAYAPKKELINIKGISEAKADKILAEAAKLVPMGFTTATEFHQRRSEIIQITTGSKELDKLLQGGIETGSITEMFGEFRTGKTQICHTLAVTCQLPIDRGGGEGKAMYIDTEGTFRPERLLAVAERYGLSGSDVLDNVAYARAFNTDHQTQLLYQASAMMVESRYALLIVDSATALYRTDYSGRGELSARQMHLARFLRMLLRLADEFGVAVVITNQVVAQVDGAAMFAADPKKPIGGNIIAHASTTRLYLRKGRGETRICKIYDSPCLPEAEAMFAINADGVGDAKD
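Test system: preformed human Rad51 ssDNA filaments. Compound dosing: single dose, 10 µM final compound. Incubation: filaments 15 min 37 °C, then compound 30 min. Technique: FRET fluorescence dequenching, excitation 485 nm, emission 520 nm. Read-out basis: percent inhibition from fluorescence, normalised to plate control and blank means. Benchmarks: plate controls and plate blanks.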
TNF necrop inh: inhibitors of TNF-alpha triggered necroptosis, primary screen, cell-based, Jurkat FADD-/-, single concentration; Jurkat FADD-/- TNF necroptosis rescue, ATP luminescence, 24 h; 0 = TNF only, 100 = no-TNF cells; activation (protection from cell death), % at 10 µM; hit rate 0.068% among 220,000;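 active = activation, meaning protection from cell death, of at least 50% relative to plate controls; inactive = activation below 50%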;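 also: necroptosis triggered by 40 ng/mL TNF-alpha added together with compound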
EBV gp42 block: Epstein-Barr virus gp42 inhibitors, primary screen, biochemical, uHTS, fluorescence polarization. Fluorescence polarization binding assay, mP read-out. inhibition, % (tested at 21.74 µM). hit rate 0.42% among 220,000. AID 1085, 2008; in the data active = inhibition above about 50%
Target sequence (Q1HVG2 whole entry, looked up): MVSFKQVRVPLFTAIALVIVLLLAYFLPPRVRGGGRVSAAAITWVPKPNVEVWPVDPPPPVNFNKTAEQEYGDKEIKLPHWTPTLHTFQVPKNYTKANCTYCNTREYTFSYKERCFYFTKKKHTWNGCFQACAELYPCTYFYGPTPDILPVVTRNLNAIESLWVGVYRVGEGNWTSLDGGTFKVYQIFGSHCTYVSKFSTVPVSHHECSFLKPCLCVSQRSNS
Calpain2 inh: inhibitors of pig calpain II, primary screen, biochemical, fluorogenic peptide substrate, 1536-well; inhibition, % at 16 µM; hit rate 0.37% among 220,000; purified calpain II, 30 min;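 active = inhibition above about 50%, limit read from the data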
L929 necroptosis: inhibitors of zVAD-triggered necroptosis, primary screen, L929 cells; viability rescue, % at 10 µM; AID 1377, 2008; L929 zVAD necroptosis rescue, ATP luminescence, 24 h; with zVAD 60 µM; hit rate 0.38% among 220,000;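 active = activation, scaled between plate controls, above about 75%, limit read from the data; inactive = activation under that limit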;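 also: 0% = zVAD with DMSO and 100% = DMSO alone without zVAD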
* marks the source's active call; other numbers are inactive results; nt = not tested or not shown; [ ] = dose if it differs, or a comment. Rows are unselected. Share with any hit: about 3.6%.

SMILES	eIF4E 4G PPI	MDM2 E3 inh	PERK inh	Cl transport mod	Rad51 HR inh	TNF necrop inh	EBV gp42 block	Calpain2 inh	L929 necroptosis
CC(=O)Nc1ccc(S(=O)(=O)N2CCc3c(Cl)cccc3C2)cc1	-4	-4	0.2	-0.091	1	-2.8	-15	-30	1.3
COc1ccc(CC(=O)N/N=C/c2c(C)n(C)c3ccccc23)cc1OC	-2	-5	-2.1	-0.87	21	-15	1	-6	2.2
CCN1C(=O)c2cccc3c(S(=O)(=O)Nc4ccccc4OC)ccc1c23	8	-4	-0.9	-1.6	nt	-5.2	-10	5	0.2
CNc1ccc(/C=C2\CSc3ccccc3C2=O)cc1[N+](=O)[O-]	-8	9	0.4	-0.14	-7	-9.3	16	26	0.3
CCC1(C)OC(=O)N2CCc3c(C)[nH]c4c(C)ccc(c34)C21C (stereo unspecified)	1	-9	-0.3	-0.36	-3	-0.3	-8	-11	0.0
COC(=O)C1=NN(C(=O)c2ccccc2)C(C)(O)C1 (stereo unspecified)	-6[fluorescence artefact?]	-17	-0.4	nt	-4	-0.1	-12	-6	-0.2
Cn1c(N)c(C(=O)CSc2nnc(-c3ccccc3F)n2N)c(=O)n(C)c1=O	0	nt	1.5	0.46	-10	0.5	-25	6	-0.8
Cc1ccsc1/C=N/NC(=O)c1ccc2nc[nH]c2c1	2	-9	2.8	0.87	1	-0.2	-14	14	-0.5
COCCn1cnc2c(c1=O)c1nc3ccccc3nc1n2/N=C/c1ccco1	-1	-6	1.4	0.032	nt	3.8	-16	-15	-0.1
O=C(CSc1nnc(CNC(=O)c2c(F)cccc2Cl)o1)c1ccccc1	2	7	0.6	-1.4	7	0.3	-17	1	0.1
Cc1ccnn2c(-c3ccccc3)c3c(=O)n(C)c(=O)n(C)c3c12	-5	-14	0.4	-0.22	2	-2.1	11	-33	-0.1
Cc1c2c(nc3c(C(=O)NC4CC4)cnn13)CCCC2	4	-13	0.2	-0.7	-6	-7.5	-15	2	-0.2
CC(=O)Nc1ccc(C2NC(=S)N(c3ccccc3C(F)(F)F)C(C)=C2C(=O)N2CCOCC2)cc1 (stereo unspecified)	-1	-1	0.7	0.55	0	0.8	-3	-18	3.7
CC(=O)Oc1ccc2occ(C(=O)c3cccs3)c2c1	-2	-8	-0.2	-1.5	-1	-4.6	-14	0	-0.2
Cc1cc(NN)nc(NS(=O)(=O)c2ccc(Cl)cc2)n1	5	-5	1.0	-0.18	6	1.2	-5	7	0.7
Cn1c(SCC(=O)Nc2ccccc2-c2ccccc2)nnc1-c1ccco1	-6	-10	-1.3	nt	13	-1.3	-27	4	-0.2
CCC(=NC(C)c1ccccc1)c1c(O)n(C)c(=O)n(C)c1=O (stereo unspecified)	-1[fluorescence artefact?]	-10	-1.1	0.33	-8	1.2	-5	-52	0.3
CCOC(=O)C1=C(C)NC(=O)NC1c1c(OCC(=O)N2CCCCC2)ccc2ccccc12 (stereo unspecified)	-1	-24	-0.9	0.15	-3	-2.3	-23	-16	-0.2
CC(C)NC[C@@H](O)c1ccc(O)c(O)c1	1	nt	0.8	-1.3	4	-1.7	-12	20	1.3
COc1ccc(C(=O)NC(Cc2ccccc2)c2ccc3c(c2)OCCCO3)cc1 (stereo unspecified)	1	-7	-1.0	-0.75	3	3.7	-9	13	0.5
Cn1cc(C(=O)NCCO)c(=O)c2ccccc21	0	-13	0.1	-0.2	24	0.1	0	-34	0.1
CCOC(=O)C1(Cc2ccc(OC)cc2)CCN(C(=O)c2csc(C)n2)CC1	3	-7	1.0	nt	nt	-0.5	3	-15	-1.4
O=C(COC(=O)/C=C/c1cccc([N+](=O)[O-])c1)NCCCN1CCCC1=O	1	-17	0.3	0.48	8	0.3	2	24	3.1
O=c1cc(N2CCCCC2)c(-c2ccccc2)nn1Cc1ccccc1	-1	-11	-0.3	-0.69	-6	0.7	9	15	4.2
Cc1ccc(S(=O)(=O)N(CC2CO2)c2ccccc2[N+](=O)[O-])cc1 (stereo unspecified)	0	-11	0.4	-0.013	-7	-4.3	-12	26	-2.5

Full records from above. Screens in order: eIF4E 4G PPI | MDM2 E3 inh | PERK inh | Cl transport mod | Rad51 HR inh | TNF necrop inh | EBV gp42 block | Calpain2 inh | L929 necroptosis
Shown for O=c1cc(N2CCCCC2)c(-c2ccccc2)nn1Cc1ccccc1 : -1 | -11 | -0.3 | -0.69 | -6 | 0.7 | 9 | 15 | 4.2
Shown for O=C(CSc1nnc(CNC(=O)c2c(F)cccc2Cl)o1)c1ccccc1 : 2 | 7 | 0.6 | -1.4 | 7 | 0.3 | -17 | 1 | 0.1
Shown for COCCn1cnc2c(c1=O)c1nc3ccccc3nc1n2/N=C/c1ccco1 : -1 | -6 | 1.4 | 0.032 | nt | 3.8 | -16 | -15 | -0.1
Shown for CNc1ccc(/C=C2\CSc3ccccc3C2=O)cc1[N+](=O)[O-] : -8 | 9 | 0.4 | -0.14 | -7 | -9.3 | 16 | 26 | 0.3
Shown for Cn1c(SCC(=O)Nc2ccccc2-c2ccccc2)nnc1-c1ccco1 : -6 | -10 | -1.3 | nt | 13 | -1.3 | -27 | 4 | -0.2

Sorted by length of the SMILES (largest number first): three of the compounds above.
SMILES	eIF4E 4G PPI	MDM2 E3 inh	PERK inh	Cl transport mod	Rad51 HR inh	TNF necrop inh	EBV gp42 block	Calpain2 inh	L929 necroptosis
O=C(COC(=O)/C=C/c1cccc([N+](=O)[O-])c1)NCCCN1CCCC1=O	1	-17	0.3	0.48	8	0.3	2	24	3.1
COc1ccc(C(=O)NC(Cc2ccccc2)c2ccc3c(c2)OCCCO3)cc1 (stereo unspecified)	1	-7	-1.0	-0.75	3	3.7	-9	13	0.5
CNc1ccc(/C=C2\CSc3ccccc3C2=O)cc1[N+](=O)[O-]	-8	9	0.4	-0.14	-7	-9.3	16	26	0.3

Two successive compounds already listed:
SMILES	eIF4E 4G PPI	MDM2 E3 inh	PERK inh	Cl transport mod	Rad51 HR inh	TNF necrop inh	EBV gp42 block	Calpain2 inh	L929 necroptosis
CC(=O)Nc1ccc(S(=O)(=O)N2CCc3c(Cl)cccc3C2)cc1	-4	-4	0.2	-0.091	1	-2.8	-15	-30	1.3
COc1ccc(CC(=O)N/N=C/c2c(C)n(C)c3ccccc23)cc1OC	-2	-5	-2.1	-0.87	21	-15	1	-6	2.2

The list continues.
SMILES	eIF4E 4G PPI	MDM2 E3 inh	PERK inh	Cl transport mod	Rad51 HR inh	TNF necrop inh	EBV gp42 block	Calpain2 inh	L929 necroptosis
COc1ccc(-n2c(Cc3cccn3C)nnc2SCC(=O)Nc2ccc(C)cc2)cc1	0	-17	-0.4	-0.063	2	1.2	-4	17	0.9
Cc1ccc(/C=N/NC(=O)c2ccc(C(=O)N/N=C/c3ccc(C)s3)o2)s1	-5	-5	1.8	0.56	-6	0.8	-18	-238	0.0
CCOC(=O)COc1ccc(C(=O)c2ccccc2)c(O)c1	3	-14	2.2	-0.2	-2	0.4	-6	-12	0.0
CCOc1ccc(NC(=S)N=Nc2c(O)[nH]c3ccccc23)cc1	0	-10	-0.1	4.4*	-9	-0.7	-10	34	-2.7
Cc1cccc(C)c1Nc1ncnc(N)c1[N+](=O)[O-]	9	-15	0.9	0.27	4	-0.9	-2	-4	0.3
Cc1ccc(Cl)c(OC(=O)c2nn(C(C)C)c(=O)c3ccccc23)c1	1	-11	0.1	0.47	-10	1.2	5	17	-0.1
O=C(Nc1cccc2ccccc12)c1cnsn1	2	7	0.8	nt	7	-0.8	-23	-20	12
Cc1ccc(-c2ccc(SCC(=O)NCC3CCCO3)nn2)cc1 (stereo unspecified)	3	-10	-0.2	-0.8	8	-1.1	5	14	0.3
CCOC(=O)Cn1c2c(c(=N)c3c1CCC3)CCCC2	-4	-6	0.2	0.13	7	0.7	-9	15	0.4
COc1ccc(C(=O)NC(=S)NCc2ccco2)cc1OC	-1	-4	0.5	nt	-11	-1.3	-2	-11	0.1
c1nc(NC2CCCCCC2)c2[nH]cnc2n1	0	-24	0.3	-0.12	-7	0.1	-20	-11	74
O=C1c2ccccc2C(=O)N1CC1c2ccccc2CCN1S(=O)(=O)c1cnc[nH]1 (stereo unspecified)	1	-10	0.2	0.49	2	1.1	-16	0	2.3
CC(C)(C)OC(=O)NNC1CC(=O)N(c2ccccc2F)C1=O (stereo unspecified)	-10	-16	-0.1	0.8	1	-3.5	-1	9	-0.5
CC(C)CC(c1nnnn1C(C)(C)C)N1CCN(C2CCCC2)CC1 (stereo unspecified)	2	-8	0.9	0.8	-9	0.4	-3	-5	0.1
CC(=O)Nc1ccc(NC(=O)CCC(=O)NCCO)cc1	3	-4	0.4	0.25	0	0.1	7	20	-0.4
CCCSc1nc2c3c(sc2c(=O)[nH]1)CC(C)(CC)OC3 (stereo unspecified)	3	nt	1.0	-0.26	nt	-1.6	-6	23	4.3
COc1ccc(N=C2SC(CC(=O)Nc3cccc(Cl)c3)C(=O)N2Cc2ccco2)cc1 (stereo unspecified)	-5	-5	-0.4	0.57	2	4.5	9	18	2.6
N=C1c2ccccc2CN1c1ccc(N2CCOCC2)c(S(=O)(=O)Nc2ccc(Cl)cc2)c1	10	-16	0.5	-1.3	29	0.2	-14	2	-0.3
COc1ccc(NC(=O)N(Cc2ccc(C)cc2)Cc2ccccn2)c(OC)c1	nt	nt	-1.2	-2.5	8	-1.2	nt	nt	-0.7
COc1cc(CN2CCSCC2)cc(OC)c1OC	-11[fluorescence artefact?]	-12	0.5	1.6	-4	0.5	-24	14	11
Cc1sc2nc(CN(C(=O)c3cccs3)C3CCCC3)[nH]c(=O)c2c1C	2	0	-0.4	-0.99	-1	-3.3	-2	7	0.0
Cc1cccc(-n2c(Cc3ccccc3)n[nH]c2=S)c1	4	-16	0.7	0.75	-31	-0.1	-4	11	-0.6
COc1ccc(N/N=C(/C)c2cnnc(-c3ccccc3)n2)cc1	1	1	1.0	-1.8	nt	1.4	-65	6	1.6
COCCCNC(=O)c1ccccc1Oc1ccccc1	-3[fluorescence artefact?]	nt	0.1	0.78	-11	1.6	-14	-32	2.0
O=c1c(Cl)c(NCc2ccc(F)cc2)cnn1C12CC3CC(CC(C3)C1)C2	9	-2	-0.2	-1.7	11	1.5	-17	13	2.4
O=C(O)CCC(=O)N1N=C(c2c(-c3ccccc3)c3cc(Cl)ccc3[nH]c2=O)CC1c1ccccc1 (stereo unspecified)	-1	-8	1.9	0.28	-9	0.5	-1	-161	5.9
